DNA FID counter = displaces DNA intercalator in HCV helicase counter-screen. 290,000 compounds, 0.17% hits. inhibition, % at 7.9 µM. DNA fluorescent intercalator displacement, fluorescence; in the data active means inhibition above about 37%;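 further: 0% = vehicle and 100% = reference compound; higher means more ethidium bromide displaced from hairpin DNA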
IMP-1 inhibitor = inhibitors of Pseudomonas aeruginosa IMP-1 metallo-beta-lactamase. purified IMP-1, nitrocefin hydrolysis, epi-absorbance fluorescence. inhibition, % at 5.6 µM. 290,000 compounds, 0.45% hits. AID 1556;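 active means inhibition above the mean plus 3 SD of all compounds in the same screening run, cut at about 4.5% in these data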;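 further: 0% = IMP-1 with DMSO and 100% = DMSO wells lacking enzyme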
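Assay system: purified recombinant IMP-1 beta-lactamase. Input: IMP-1 0.2 nM before substrate addition. Buffer or medium: Zinc- and detergent-supplemented HEPES buffer, pH 7.1. Schedule: 25 °C, 15 min preincubation, 25 min reaction. Signal: Epi-absorbance fluorescence, 480 nm excitation, 530 nm emission. Evaluation: percent inhibition from optical density relative to buffer-blank wells.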
SUMO HTRF inh = inhibitors of human SUMOylation (UBC9); AID 2006; P63279; inhibition, % at 35 µM; HTRF SUMOylation assay, SAE1/SAE2 + UBC9, in vitro; 290,000 compounds, 0.36% hits; in the data active means inhibition above about 50%, passing the limit was not always enough; further: strong numbers were not always called active
IDE act = boosts human insulin-degrading enzyme activity in HEK cells; P14735; FAbeta-B cleavage, fluorescence polarization; 0% vehicle, 100% cell-free pure enzyme wells; activation, % at 5.96 µM; 340,000 compounds, 0.073% hits; AID 493087;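 active means activation above the mean of all tested compounds plus 3 SD, set per screening campaign, cut at about 17% in these data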
MEKK3 PB1 HTS = modulators (inhibitors or enhancers) of MEK5 binding to human MEKK3 PB1 domain | Q99759 | bead-based flow cytometry, Alexa488-MEK5 binding to MEKK3; actives lie on both sides; 0 = blocked by unlabeled MEK5, 100 = vehicle | binding response (% of control), % at 10 µM | 290,000 compounds, 1.4% hits | AID 1529;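 active means binding response more than 3 SD above or below the average of its plate-row segment, actives on both sides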;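 further: Alexa488 bead fluorescence after subtracting the streptavidin-only scavenger bead signal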
VIM-2 inhibitor = inhibitors of Pseudomonas aeruginosa VIM-2 metallo-beta-lactamase; 290,000 compounds, 0.89% hits; purified VIM-2, nitrocefin hydrolysis, epi-absorbance fluorescence; AID 1527; inhibition, % at 5.6 µM;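 active means inhibition above the mean of all tested compounds plus 3 SD, cutoff set per screening run, cut at about 7.5% in these data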;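 further: red hydrolysis product quenches plate fluorescence so inhibitors raise well fluorescence; 0% = enzyme with DMSO and 100% = DMSO without enzyme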
PHOSPHO1 inh = PHOSPHO1 (human) inhibition; AID 1565; Q8TCT1; 290,000 compounds, 1.1% hits; recombinant PHOSPHO1, absorbance phosphatase assay; inhibition, % at 13.3 µM; in the data active means inhibition above about 60%
pCIP destab = lowers stability of the mouse p/CIP coactivator protein; 290,000 compounds, 0.01% hits; Q05BA5; AID 1984; decrease of EGFP signal, % at 10 µM; F442A p/CIP-EGFP cells, EGFP fluorescence, 16 h;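 active means EGFP signal decrease of at least 30% at 10 µM or well 3 SD below plate mean, unless failing retest; inactive means the rest, including hits failing retest or dose response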; further: some compounds called inactive have numbers as strong as hits; many of its hits are not listed in these tables
Target sequence (Q05BA5 1-1403): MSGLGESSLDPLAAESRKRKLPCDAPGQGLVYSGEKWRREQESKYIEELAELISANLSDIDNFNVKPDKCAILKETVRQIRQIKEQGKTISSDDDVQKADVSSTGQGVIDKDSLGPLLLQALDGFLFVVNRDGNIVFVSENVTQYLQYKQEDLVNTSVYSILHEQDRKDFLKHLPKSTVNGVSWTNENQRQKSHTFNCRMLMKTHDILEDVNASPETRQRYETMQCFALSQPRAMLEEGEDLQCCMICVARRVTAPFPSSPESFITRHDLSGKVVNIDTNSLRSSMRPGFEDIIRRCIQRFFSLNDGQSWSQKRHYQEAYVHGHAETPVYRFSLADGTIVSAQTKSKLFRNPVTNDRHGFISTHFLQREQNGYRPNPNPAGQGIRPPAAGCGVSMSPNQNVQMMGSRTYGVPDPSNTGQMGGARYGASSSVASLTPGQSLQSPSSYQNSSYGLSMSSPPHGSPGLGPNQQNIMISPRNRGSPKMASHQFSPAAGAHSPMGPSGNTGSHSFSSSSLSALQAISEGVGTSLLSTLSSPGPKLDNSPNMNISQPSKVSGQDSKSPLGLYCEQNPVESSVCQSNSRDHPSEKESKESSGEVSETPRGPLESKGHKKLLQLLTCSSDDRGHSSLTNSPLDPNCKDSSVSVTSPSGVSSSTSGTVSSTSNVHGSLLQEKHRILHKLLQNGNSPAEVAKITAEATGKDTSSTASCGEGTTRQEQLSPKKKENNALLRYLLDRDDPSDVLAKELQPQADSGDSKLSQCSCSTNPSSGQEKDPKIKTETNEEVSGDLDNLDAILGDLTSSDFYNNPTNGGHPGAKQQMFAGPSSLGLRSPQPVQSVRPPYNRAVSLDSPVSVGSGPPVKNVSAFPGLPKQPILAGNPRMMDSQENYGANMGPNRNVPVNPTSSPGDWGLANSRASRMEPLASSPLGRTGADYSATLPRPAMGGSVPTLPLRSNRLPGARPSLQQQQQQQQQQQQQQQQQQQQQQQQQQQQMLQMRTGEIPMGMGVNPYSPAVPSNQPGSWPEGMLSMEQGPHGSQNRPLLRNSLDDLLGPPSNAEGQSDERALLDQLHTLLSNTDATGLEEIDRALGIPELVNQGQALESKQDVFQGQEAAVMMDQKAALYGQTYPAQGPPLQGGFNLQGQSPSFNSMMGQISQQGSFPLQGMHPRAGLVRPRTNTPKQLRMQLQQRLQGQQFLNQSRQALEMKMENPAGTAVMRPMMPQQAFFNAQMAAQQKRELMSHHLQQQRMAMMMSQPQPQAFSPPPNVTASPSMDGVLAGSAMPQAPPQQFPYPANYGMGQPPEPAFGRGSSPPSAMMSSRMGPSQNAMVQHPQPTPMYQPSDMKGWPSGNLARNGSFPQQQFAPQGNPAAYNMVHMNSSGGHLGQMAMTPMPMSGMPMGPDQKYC
HCV NS3 hel inh = inhibitors of Hepatitis C virus NS3 helicase; NS3 helicase DNA unwinding, Cy5 molecular beacon fluorescence; inhibition, % at 10.9 µM; 290,000 compounds, 0.56% hits; AID 1800;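 active means inhibition above the mean of all tested compounds plus 3 SD, set per campaign, cut at about 35% in these data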;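 further: 0% = DMSO wells and 100% = thioflavine S control wells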
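System: HCV NS3 helicase fragment; control set: DMSO and thioflavine S; technique: Cy5 fluorescence at 0 and 60 min, beacon hairpin quenching; reagent: beacon DNA duplex substrate plus ATP; replicates: singlicate; schedule: 1 h reaction at 25 °C, ATP-initiated; medium: MOPS buffer pH 6.5 with MgCl2, DTT, Tween20, BSA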
Active calls of the source: *; / = not tested or not shown; [ ] = remark or other dose. A portion of the library; the hit share may differ from the screen's.

Start of the data: the first two compounds (preview)
SMILES	DNA FID counter	IMP-1 inhibitor	SUMO HTRF inh	IDE act	MEKK3 PB1 HTS	VIM-2 inhibitor	PHOSPHO1 inh	pCIP destab	HCV NS3 hel inh
Cc1[nH]c(C)c(S(=O)(=O)N2CCN(c3ccc(Cl)cc3)CC2)c1C(=O)N1CCCC1	-30	-1.5	-14	1	103	-0.8	38	4	-4
O=C(c1cc(-c2ccco2)on1)N1CCOCC1	1	-0.2	28	7	104	0.4	10	2	4

Main list, repeating the preview:
SMILES	DNA FID counter	IMP-1 inhibitor	SUMO HTRF inh	IDE act	MEKK3 PB1 HTS	VIM-2 inhibitor	PHOSPHO1 inh	pCIP destab	HCV NS3 hel inh
Cc1[nH]c(C)c(S(=O)(=O)N2CCN(c3ccc(Cl)cc3)CC2)c1C(=O)N1CCCC1	-30	-1.5	-14	1	103	-0.8	38	4	-4
O=C(c1cc(-c2ccco2)on1)N1CCOCC1	1	-0.2	28	7	104	0.4	10	2	4
CCCCNC(=O)NC(C(=O)OC)C12CC3CC(CC(C3)C1)C2 (stereo unspecified)	-23	-3.6	-14	2	94	-3.9	10	4	-7
COc1cccc(CSc2nnc(-c3ccncc3)n2N)c1	-3	-1.2	10	2	107	-0.4	47	-3	-3
O=C(NCc1ccccc1)C1=C[C@@H](c2ccccc2)C[C@@H](OCc2ccc(CO)cc2)O1	-24	0.6	11	-1	105	-0.4	28	-13	-6
C=CCSc1ncnc2c1oc1nc3c(cc12)COC(C)(C)C3	-2	-2.1	0	-1	110	-3.8	-6	-12	-2
COc1ccc(-c2cn[nH]c2N)cc1	1	-3.9	18	4	87	-3.9	2	4	3
C=CCNC(=S)NNC(=O)c1ccc(=O)n(Cc2ccccc2)c1	0	-1.1	-5	/	102	1.0	-24	-8	-8
Cc1ccc(NC(=O)Nc2ccccc2C#N)c(Cl)c1	-3	-3.0	-14	3	102	1.2	12	11	5
N#Cc1ccc(OCc2nnc(SCC(=O)c3ccccc3)n2-c2ccccc2)cc1	-11	-4.4	4	2	110	-0.9	14	-2	-4
Cc1ccc(-c2csc3ncnc(Oc4cccc5ccc(C)nc45)c23)cc1	-2	-2.7	-3	2	104	-1.2	-4	-2	6
Cc1onc(-c2c(F)cccc2Cl)c1C(=O)OCc1cnc(Cl)s1	-11	-1.5	2	0	77	-2.2	34	-3	-1
CCOc1ccc(N2CC(=O)N/C2=N\c2nc(C)cc(C)n2)cc1	1	-1.0	18	-4	107	-0.9	18	-12	5
O=c1[nH]c(Nc2ccc(F)cc2)cc2ccccc12	0	-4.4	/	-8	104	-4.0	0	3	-8
O=C(Nc1ccc2c(c1)OCO2)c1ccc(COc2ccc3c(c2)CCC3)o1	-14	-0.7	5	-6	74	-1.1	0	-9	-6
COC(=O)c1cn(CC(=O)N2C(C)CCCC2C)c2ccccc12 (stereo unspecified)	-18	2.9	-8	-1	105	-2.7	-4	-18	-5
CCCc1nnc(SCC(=O)Nc2ccccc2Cl)n1CC1CCCO1 (stereo unspecified)	-17	2.8	4	2	80	-0.1	26	-10	29
CC(C)Cn1c2c(c(O)c(C(=O)Nc3ncccc3O)c1=O)CCCC2	-8	-3.7	9	3	84	-4.4	14	-3	6
COc1ccc(-c2csc(NC(=O)c3cccc(S(=O)(=O)N4CCN(C)CC4)c3)n2)cc1	7	-2.2	0	1	72*[inhibitor]	-4.0	6	-7	-82
COc1ccc(-n2ncc3c2CC(C)(C)CC3NC(=O)c2oc(C)cc2C)cc1 (stereo unspecified)	-54	2.6	4	0	104	-2.7	34	-5	-19
Oc1c(Br)cc(Br)cc1C=Nc1ccc2[nH]ncc2c1	5	4.1	49	4	104	-1.1	35	-18	12
CC(C)(C)C1c2[nH]c3ccccc3c2CCN1CCCn1cccn1 (stereo unspecified)	4	-3.7	10	5	95	-2.2	37	-5	-3
COc1ccc(N2CCN(C(=O)c3c(-c4c(F)cccc4Cl)noc3C)CC2)cc1	-32	2.0	4	1	108	-2.1	/	-7	-8
CCCOc1ccc(N2C(=O)CC(NCCNc3ccc([N+](=O)[O-])cn3)C2=O)cc1 (stereo unspecified)	-11	-4.2	-7	-6	87	-3.4	16	-2	-1
O=C1CCCC2=C1C(c1ccc(Cl)cc1)N1C(=O)CCSC1=N2 (stereo unspecified)	-1	-1.8	11	2	87	-1.4	-3	3	0
S=C(Nc1ccccc1Cl)N1CCN(c2ccccn2)CC1	-10	-0.3	4	0	105	-2.5	/	-12	3
COc1ccc(NCc2nnc(SCCN3CCCCC3)n2-c2ccc(C)cc2)cc1	9	-3.6	-4	2	106	-0.9	50	-5	-11
COc1cc(NC(=O)CCNC(=O)Cn2cnc3ccccc3c2=O)cc(OC)c1OC	2	-2.9	9	5	104	-3.3	-7	-13	14
C=CCOc1ccc(/C=N/NC(C)=O)cc1OCC	3	-4.5	0	-4	106	-5.9	8	1	1
CCN(CC)c1ccc(/C=N/N2CCN(Cc3ccccc3)CC2)cc1	1	-2.6	-22	10	99	-3.1	23	5	3
O=C(COc1ccccc1)N1CCN(C(=O)c2cccs2)CC1	-5	-2.5	20	4	94	0.6	26	-3	-3
CC1CCN(c2ccccc2NC(=O)c2ccc(N3CCOCC3)c([N+](=O)[O-])c2)CC1	1	-1.8	-8	4	91	-0.3	7	8	2
CC1=NOC(=O)/C1=C\c1ccc(-c2cccc(Cl)c2)o1	7	-2.4	5	-2	103	-1.5	0	-10	30
COc1ccc(-c2nc(CN3CCC(C(=O)N4CCOCC4)CC3)c(C)o2)c(OC)c1	-3	0.2	-5	7	100	0.3	56	-15	0
Nn1c(=O)c2ccccc2n2c(SCc3ccc(C(F)(F)F)cc3)nnc12	-6	-2.6	22	0	100	-1.4	90*	2	0
CCN1CCN(CC(=O)Nc2cccc(C)c2)C(=O)C1=O	-5	-4.3	/	4	102	-3.2	/	/	13
COc1ccc(OC)c(S(=O)(=O)Nc2ccc(C)c(C)c2)c1	-13	-2.3	-14	-2	98	-6.5	-6	-3	-2
CC(=O)Nc1ccc(N2C(=O)c3ccc(S(=O)(=O)c4ccc(C(=O)O)cc4)cc3C2=O)cc1	-22	-2.0	2	-7	104	-2.4	10	-2	6
CCCc1ccc(C(=O)CCC(=O)NNC(=O)c2ccncc2)cc1	-9	-3.4	9	-1	100	-5.7	8	-9	18
C(=N\c1ncnc2sccc12)/NOCc1ccccc1	-6	-0.1	14	-1	112	1.3	46	4	-4
CN(C)c1ccc(/C=N\NC(=O)CC#N)cc1	0	-4.0	-1	3	112	-7.3	-20	1	1
O=C(CN1C(=O)COc2ccccc21)NCCCN1CCN(c2ccccc2F)CC1	37*	2.6	/	2	102	2.0	36	-4	23
CC(C)N(Cc1ccccc1)C(=O)COC(=O)c1cnccn1	-1	-0.9	-2	-3	93	-1.5	8	10	-1
COc1ccc(S(=O)(=O)NCCSCc2ccco2)cc1Cl	-6	-1.2	-5	-1	102	-2.7	5	-3	1
Cc1cccc(OCc2nnc(SCC(=O)N3c4ccccc4CCc4ccccc43)o2)c1	-29	-2.1	15	3	97	-0.5	30	-6	-10

5 structures already listed, arranged by heavy-atom count, falling.
SMILES	DNA FID counter	IMP-1 inhibitor	SUMO HTRF inh	IDE act	MEKK3 PB1 HTS	VIM-2 inhibitor	PHOSPHO1 inh	pCIP destab	HCV NS3 hel inh
CC(=O)Nc1ccc(N2C(=O)c3ccc(S(=O)(=O)c4ccc(C(=O)O)cc4)cc3C2=O)cc1	-22	-2.0	2	-7	104	-2.4	10	-2	6
COc1ccc(-c2nc(CN3CCC(C(=O)N4CCOCC4)CC3)c(C)o2)c(OC)c1	-3	0.2	-5	7	100	0.3	56	-15	0
Nn1c(=O)c2ccccc2n2c(SCc3ccc(C(F)(F)F)cc3)nnc12	-6	-2.6	22	0	100	-1.4	90*	2	0
O=C(COc1ccccc1)N1CCN(C(=O)c2cccs2)CC1	-5	-2.5	20	4	94	0.6	26	-3	-3
COc1ccc(OC)c(S(=O)(=O)Nc2ccc(C)c(C)c2)c1	-13	-2.3	-14	-2	98	-6.5	-6	-3	-2

(further entries)
SMILES	DNA FID counter	IMP-1 inhibitor	SUMO HTRF inh	IDE act	MEKK3 PB1 HTS	VIM-2 inhibitor	PHOSPHO1 inh	pCIP destab	HCV NS3 hel inh
CC(C(N)=O)N1c2cccc3cccc(c23)S1(=O)=O (stereo unspecified)	0	-2.3	26	0	102	-2.1	10	-9	0
CCCN1CCc2c(sc(NC(=S)NC(=O)c3ccccc3)c2C#N)C1	11	-0.3	22	-33	95	-0.2	4	-45	-62
CCN1CCN(Cc2ccc(NC(=O)c3ccc(C)c(NC(=O)c4ccc5n[nH]nc5c4)c3)cc2C(F)(F)F)CC1	/	/	7	3	115	/	2	-4	/
CC(=O)Nc1ccc(N2C(=O)c3cccc4c(O)ccc(c34)C2=O)cc1	-14	34*	37	-30	97	40*	38	-270	8
COc1ccccc1CNC(=O)CN1C(=O)c2ccc([N+](=O)[O-])cc2C1=O	2	-1.3	3	1	99	-2.5	23	-3	11
CCOc1ccc(S(=O)(=O)n2cc(F)c(=O)[nH]c2=O)cc1	-5	-3.2	26	/	99	0.2	15	-14	7
COc1ccccc1N1CCN(CC(=O)Nc2ccc(-n3cnnn3)cc2)CC1	-7	-2.5	18	0	101	-2.3	18	-7	-16
C=CCN(CC=C)S(=O)(=O)c1ccc(NC(=S)NC(=O)C2CC2)cc1	-24	-0.7	-15	3	104	-1.4	34	-3	-2
Cc1n[nH]c(=S)c2nn(-c3ccccc3F)c(C)c12	0	-0.8	-19	6	/	0.3	65*	-13	3
CSc1nnc2c(n1)OC(c1ccccn1)N(C(C)=O)c1ccccc1-2 (stereo unspecified)	-3	-2.6	27	-3	98	-3.1	-35	-10	-9
CCNS(=O)(=O)c1ccc(NC(=O)c2c(-c3ccccc3)noc2C)cc1	-5	-1.5	-15	0	98	0.6	1	0	7
Nc1nc(NCC2CCCO2)nc(Nc2cccc(Cl)c2)c1[N+](=O)[O-] (stereo unspecified)	2	-4.1	5	0	103	-4.1	-6	0	7
CCn1c(SCC(N)=O)nc2ccccc2c1=O	5	-2.3	-13	-3	102	0.6	-5	10	0

Full records from above. Screens in order: DNA FID counter, IMP-1 inhibitor, SUMO HTRF inh, IDE act, MEKK3 PB1 HTS, VIM-2 inhibitor, PHOSPHO1 inh, pCIP destab, HCV NS3 hel inh
`CC(=O)Nc1ccc(N2C(=O)c3cccc4c(O)ccc(c34)C2=O)cc1` across the screens: -14, 34*, 37, -30, 97, 40*, 38, -270, 8
`C=CCN(CC=C)S(=O)(=O)c1ccc(NC(=S)NC(=O)C2CC2)cc1` across the screens: -24, -0.7, -15, 3, 104, -1.4, 34, -3, -2
`Cc1n[nH]c(=S)c2nn(-c3ccccc3F)c(C)c12` across the screens: 0, -0.8, -19, 6, /, 0.3, 65*, -13, 3
